E-selectin induc: E-selectin induction on HUVECs. 0.37% of 260,000 active. HUVEC E-selectin immunofluorescence imaging; normalized: neutral wells 0, TNF-alpha wells 100. P16581. activation, % at 7.58 µM;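 active = mean E-selectin-positive cell signal at least 10% of the positive control, reached in at least 60% of replicates, without over 20% cell loss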;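 note: in these data hits start at about 27%; measured in HUVEC primary endothelial cells; signal is the percent of cells scored E-selectin positive by PE staining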
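Read-out: % PE-positive cells | Test system: HUVEC | Doses: One compound dose added by pin transfer | Buffer or medium: EGM-2 over gelatin coat | Signal: Immunofluorescence imaging | Benchmarks: TNF-alpha, DMSO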
ERAP1 HTS inh: inhibitors of human ERAP1 aminopeptidase | Q9NZ08 | recombinant ERAP1, Leu-AMC fluorescence, 60 min | inhibition, % at 10.7 µM | 0.15% of 340,000 active | AID 652197;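 active = mean replicate inhibition of at least 30%, or all replicates individually reaching that 30% level; inactive = mean below 30% and not every replicate reaching it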;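 note: 0% = neutral control wells and 100% = L-leucinethiol positive control wells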
Target sequence (Q9NZ08 whole entry, looked up): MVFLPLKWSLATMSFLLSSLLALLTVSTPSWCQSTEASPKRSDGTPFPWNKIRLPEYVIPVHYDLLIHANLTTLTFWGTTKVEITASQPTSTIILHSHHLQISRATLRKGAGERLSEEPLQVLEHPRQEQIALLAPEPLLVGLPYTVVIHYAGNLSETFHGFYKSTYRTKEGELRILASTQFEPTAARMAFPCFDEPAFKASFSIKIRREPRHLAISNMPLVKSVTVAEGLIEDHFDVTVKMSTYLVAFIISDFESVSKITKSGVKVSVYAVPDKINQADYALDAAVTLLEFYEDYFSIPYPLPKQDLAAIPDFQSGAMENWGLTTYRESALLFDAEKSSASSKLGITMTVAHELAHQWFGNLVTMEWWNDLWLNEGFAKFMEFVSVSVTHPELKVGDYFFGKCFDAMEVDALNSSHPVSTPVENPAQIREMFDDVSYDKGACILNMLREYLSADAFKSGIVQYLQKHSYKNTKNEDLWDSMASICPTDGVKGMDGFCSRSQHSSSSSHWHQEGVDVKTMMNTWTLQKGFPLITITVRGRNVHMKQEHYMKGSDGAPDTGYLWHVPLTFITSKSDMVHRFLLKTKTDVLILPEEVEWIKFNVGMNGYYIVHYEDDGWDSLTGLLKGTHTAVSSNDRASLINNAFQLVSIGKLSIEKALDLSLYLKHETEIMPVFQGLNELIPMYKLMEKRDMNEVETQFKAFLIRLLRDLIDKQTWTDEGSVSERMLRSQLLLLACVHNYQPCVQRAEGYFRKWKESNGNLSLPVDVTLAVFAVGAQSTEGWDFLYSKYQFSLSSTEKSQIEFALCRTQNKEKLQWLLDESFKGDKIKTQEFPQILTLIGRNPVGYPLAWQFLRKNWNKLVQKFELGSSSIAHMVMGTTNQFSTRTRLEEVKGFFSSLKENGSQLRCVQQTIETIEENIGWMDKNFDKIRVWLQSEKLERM
esBAF inh: SWI/SNF esBAF complex inhibition | reporter increase, % at 12.5 µM | mouse ES cells, Bmi1-luciferase knock-in reporter, 24 h; 100% = twice the neutral-well signal | 2% of 350,000 active; in the data active = activation above about 40%;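 note: 0% = median of the plate's neutral control wells and 100% = double that signal; a rise in the Bmi1 reporter signal indicates esBAF inhibition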
S100A4 MyoIIA: blocks human S100A4 binding to myosin IIA peptide; P26447; S100A4/TAMRA-MyoIIA peptide fluorescence polarization; inhibition, % at 10.7 µM; 0.14% of 360,000 active;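 active = mean inhibition of at least 70% across replicates, with every replicate also reaching that level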
Target sequence (P26447 whole entry, looked up): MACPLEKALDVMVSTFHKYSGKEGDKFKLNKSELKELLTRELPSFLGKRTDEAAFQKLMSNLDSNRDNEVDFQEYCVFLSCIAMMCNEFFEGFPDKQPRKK
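Material: S100A4 monomer (human). Medium: Calcium-containing HEPES buffer, pH 7.2. Probe or stimulus: labelled myosin peptide probe, 5 nM. Compound dosing: one concentration per compound. Timing: polarization read 5 min after assay mix addition, stable 5–60 min. Benchmarks: DMSO as neutral control, TFP as positive control.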
RAD52 anneal inh: blocks human RAD52 DNA annealing; P43351; recombinant RAD52 DNA annealing, FRET fluorescence; inhibition, % at 18.7 µM; 0.46% of 360,000 active;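 active = every replicate showing at least 50% inhibition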
ERp5 inh: inhibitors of human ERp5. Q15084. ERp5 insulin aggregation, absorbance 650 nm, 90 min. inhibition, % at 9.99 µM. 0.05% of 350,000 active. AID 651711;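 active = mean replicate inhibition above about 25%, with every replicate also reaching it, limit read from the data, passing the limit was not always enough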
RAD54 inh: blocks human RAD54 Holliday junction branch migration; FAM/BHQ fluorescence; Q92698; 0.14% of 360,000 active; inhibition, % at 10.4 µM; AID 602329;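 active = mean normalized replicate activity at least 40 and at least half of replicates scoring 40 or more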;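 note: 0% = median of neutral control wells and 100% = median of positive control wells; inhibitors cause a drop in the FAM fluorescence signal; in these data hits start at about 50%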
XiGFP reactiv: X-chromosome reactivation activator; 0.055% of 360,000 active; activation, % at 7.58 µM; XiGFP mouse fibroblasts, % GFP-positive cells imaging, 3 d; cells co-treated with 5-aza-dC sensitizer; scaled so ellipticine positive control = 100%;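 active = mean normalized replicate activation at least 10% and every replicate at or above 10%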;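 note: 0% = median of on-plate neutral control wells and 100% = ellipticine 6 µM median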
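assay system = SV40-immortalized XiGFP fibroblast cells, line 68-5-11 | buffer or medium = DMEM plus 5-aza-dC sensitizer | doses = single-point pinned compound dosing | times = 3-day compound exposure, then 15 min fixation at room temperature | benchmarks = positive control ellipticine, 6 µM final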
The depositor's hits bear a star; · = not tested or not shown.

SMILES | E-selectin induc | ERAP1 HTS inh | esBAF inh | S100A4 MyoIIA | RAD52 anneal inh | ERp5 inh | RAD54 inh | XiGFP reactiv
CCOc1ccc(C(=O)NCCN2CCCCC2)c(OCC)c1 | · | -9 | -3 | 1 | -6 | 0 | -12 | -0.1
CCN(C(=O)COC(=O)Cc1c(F)cccc1Cl)c1c(N)n(Cc2ccccc2)c(=O)[nH]c1=O | -0.4 | 2 | -11 | 0 | -11 | -1 | 15 | -0.1
CC(=O)N1[C@@H]2c3cccc(=O)n3C[C@H]1[C@H](CO)[C@H]2C(=O)NCC1CCCCC1 | -0.1 | -2 | -3 | 25 | 63* | -8 | 14 | 0.4
COc1ccc(CNC(=O)C(=O)NCC2OCCN2S(=O)(=O)c2ccc(OC)c(OC)c2)cc1 (stereo unspecified) | -1.0 | -5 | 0 | 3 | -20 | -5 | -1 | 0.3
COc1ccc(NC(=O)N2CCCC2C(=O)NC2CCCC2)cc1 (stereo unspecified) | -0.2 | -2 | -5 | -1 | -4 | -6 | · | 0.3
O=C(Cn1nc2n(c1=O)-c1ccccc1SC2)N/N=C/c1cccnc1 | · | 2 | -1 | -1 | -3 | · | · | -0.1
C1CSC2(N1)C1CC3CC2CC(C1)C31NCCS1 (stereo unspecified) | · | 5 | 6 | 0 | 6 | -7 | -5 | ·
COc1ccc(S(=O)(=O)N2C[C@H](O)COC[C@@H]3O[C@@H](CC(=O)N[C@H]4CCN(Cc5ccccc5)C4)CC[C@H]32)cc1 | 1.0 | 0 | 1 | -3 | -5 | -1 | 1 | 0.0
COc1ccc(NC(=O)CON=CC(=O)Nc2ccc(C)cc2)c(OC)c1 | 1.3 | 2 | -2 | 0 | -14 | -4 | -6 | -0.1
COc1ccc(CCCC(=O)NCc2ccccc2)cc1C | · | 1 | 3 | -3 | -8 | -2 | -1 | 0.0
NC(=O)c1ccc(NC(=O)Cc2csc(-c3ccccc3)n2)cc1 | · | -2 | · | 0 | -11 | 0 | · | 0.0
COc1ccccc1N1C(=O)C2C(C(=O)c3ccccc3)=NN(c3ccc(C)cc3)C2C1=O (stereo unspecified) | 0.6 | 1 | · | 8 | -244 | 4 | -4 | 0.0
C/C=C/c1ccc([C@@H]2[C@@H](CO)N(C(=O)C3CC3)[C@H]2CN(C)C(=O)CN(C)C)cc1 | 0.0 | -4 | -3 | 52 | 1 | -2 | 3 | 0.0
Cc1noc(C)c1NC(=O)N(C)C[C@@H]1OCCCC[C@@H](C)Oc2ccc(NS(=O)(=O)c3ccc(Cl)cc3)cc2C(=O)N([C@H](C)CO)C[C@@H]1C | · | -4 | -7 | 5 | 4 | 1 | 0 | 0.0
C[C@H](CO)N1C[C@H](C)[C@H](CN(C)Cc2cccc(F)c2)Oc2cc(C#Cc3ccccn3)ccc2S1(=O)=O | 0.2 | 1 | -3 | 8 | -80 | 0 | -1 | -0.4
CSc1ccc(/C=C(\NC(=O)c2ccccc2)C(=O)NCCN2CCOCC2)cc1 | · | -1 | 0 | -3 | 8 | 6 | 5 | 0.0
CC1Cc2ccccc2N1C(=O)COC(=O)c1cccc(Br)c1 (stereo unspecified) | · | -10 | -2 | -5 | -20 | 3 | -5 | 0.1
C=CCOCCN1C(=O)C2C(c3ccccc3)C=CC(c3ccccc3)C2C1=O (stereo unspecified) | · | 6 | -7 | -2 | -19 | -1 | -8 | ·
COc1ccc(NC(=O)N(C)C[C@H]2OCCCC[C@H](C)Oc3ccc(NC(=O)c4ccncc4)cc3C(=O)N([C@@H](C)CO)C[C@@H]2C)cc1 | -0.2 | · | -14 | · | · | · | -8 | 0.0
COc1ccc2c3c([nH]c2c1)[C@H](CO)N(C(=O)C1CCOCC1)CC31CN(C(=O)NC(C)C)C1 | 0.2 | 1 | · | -10 | -11 | 13 | · | 0.0
Cc1ccc(-c2csc(N3CCC(C(N)=O)CC3)n2)cc1 | -0.1 | -4 | 27 | -3 | -24 | -2 | 7 | 0.1
CCOc1ccc(CNC(=O)Nc2ccccc2)cc1 | -0.3 | 1 | 47* | -3 | -6 | 2 | -1 | -0.1
COc1ccc(CC(=O)Nc2ccc3nc(SC)sc3c2)cc1OC | -2.4 | 5 | · | 5 | -34 | 0 | · | 0.6
COC(=O)/C=C1\S/C(=N\N=C\CC(=O)OC)NC1=O | · | 4 | · | 2 | -15 | · | -2 | 0.0
Cc1cccc(N(C)S(=O)(=O)c2c(C)noc2C)c1 | · | 0 | 5 | 3 | -14 | -4 | -1 | 0.0

More structures follow:
SMILES | E-selectin induc | ERAP1 HTS inh | esBAF inh | S100A4 MyoIIA | RAD52 anneal inh | ERp5 inh | RAD54 inh | XiGFP reactiv
COc1ccc([N+](=O)[O-])cc1NC(=O)C(C)N(C)Cc1cccc(OC)c1OC (stereo unspecified) | -2.2 | 10 | · | -49 | -14 | -1 | 8 | -0.2
COc1ccc(C)cc1NC(=O)C(OC(=O)C1CC1)c1ccccc1 (stereo unspecified) | 0.1 | 2 | · | -2 | -16 | 1 | -13 | 0.1
S=c1[nH]cc(-c2ccccc2)n1-c1cccc(Cl)c1 | 0.7 | -10 | · | -3 | -10 | -3 | · | 0.6
CCOC(=O)C1CCN(C(=O)c2ccc(Cl)c(S(=O)(=O)N3CCOCC3)c2)CC1 | · | -1 | -7 | 2 | 1 | 4 | 4 | ·
COCCNC(=O)C[C@H]1C[C@@H]2c3cc(NC(=O)Nc4ccc(C(F)(F)F)cc4)ccc3O[C@@H]2[C@H](CO)O1 | 0.5 | -2 | -1 | -1 | -1 | -1 | -4 | 0.1
Cc1ccc(-c2cc(C(=O)O)c3cc(Br)ccc3n2)o1 | 0.1 | 8 | 1 | -1 | -61 | 1 | -18 | 0.5
Cc1ccccc1S(=O)(=O)N1C[C@H](O)COC[C@@H]2O[C@H](CC(=O)N3CCN(C)CC3)CC[C@H]21 | 0.1 | 0 | 1 | -7 | 0 | 1 | 4 | 0.1
O=C(CNC(=O)c1ccco1)NCc1ccc2c(c1)OCO2 | · | -2 | 3 | 13 | -6 | -5 | -2 | 0.0
CC[N+](CC)(CC=C(C)C)CC(=O)OC | 0.0 | -3 | · | -23 | 7 | -1 | · | 0.2
Cc1cc(C)n2c(=O)[nH]nc2c1 | -0.5 | 2 | 1 | 1 | -21 | 7 | -7 | 0.3
CCC(=O)N1c2ccc(S(=O)(=O)N3CCN(CC)CC3)cc2CC1C (stereo unspecified) | · | 4 | 2 | -5 | -4 | -5 | 2 | 0.0
COc1ccc(C#Cc2ccc3c(c2)[C@H]2[C@H](CCN2C(=O)c2cnccn2)[C@H](CO)N3)cc1 | 0.2 | · | 1 | · | · | · | 1 | 0.1
C[C@H](CO)N1C[C@H](C)[C@@H](CN(C)Cc2ccccc2)Oc2ccc(NS(=O)(=O)c3ccc(F)cc3)cc2CC1=O | 0.1 | -2 | -4 | -40 | -9 | 1 | -18 | 0.0
CC1(C)CC(=O)C/C(=N\NC(=O)CCc2ccc(S(=O)(=O)N3CCOCC3)cc2)C1 | 3.2 | -1 | -8 | -6 | -5 | 2 | 7 | 0.0
Cc1c(Br)c([N+](=O)[O-])nn1CC(=O)c1ccccc1 | 0.2 | -2 | · | -1 | -10 | -12 | · | 0.0
COCC(=O)Nc1ccc2c(c1)C(=O)N(C)C[C@@H](OC)[C@H](C)CN(Cc1cc(-c3ccccc3)on1)[C@H](C)CO2 | 0.2 | 1 | 3 | 0 | 10 | -2 | 1 | 0.4
COc1ccc(C#Cc2ccc3c(c2)[C@H]2[C@H](CCN2C(=O)C2CCCC2)[C@@H](CO)N3)cc1 | 1.2 | 1 | · | 9 | 2 | -5 | · | -0.1
O=C(CCC1CCCCC1)Nc1ccc(S(=O)(=O)Nc2nccs2)cc1 | · | 0 | -2 | 0 | 4 | -2 | -6 | ·
CSc1ncccc1C(=O)N1CCC(C)(C(=O)O)C1 (stereo unspecified) | 0.7 | -7 | 4 | -1 | -15 | -5 | 4 | 0.1
CSc1ccc(CNc2ncc(-c3cccc([N+](=O)[O-])c3)n2C)cc1 | · | 0 | -4 | -1 | 15 | 2 | 1 | 0.0
Cc1nc(/N=C(\N)N(C)C)[nH]c(=O)c1C | -0.2 | 1 | 2 | 1 | -16 | 4 | -10 | 0.1
CC(=O)N1[C@H](C(=O)NCC2CC2)[C@@H](CO)[C@@H]2Cn3c(ccc(C4=CCCC4)c3=O)[C@@H]21 | -1.8 | -1 | 1 | 3 | -25 | -1 | 5 | 0.2
C[C@@H](C(=O)Nc1ccc2ccccc2c1)[C@@H]1C[C@@]1(C)[C@@H](N)c1ccccc1 | 0.0 | 8 | -2 | -4 | 12 | -3 | 11 | 0.0
C[C@@H]1CN([C@@H](C)CO)C(=O)c2cc(/C=C/c3ccccc3)cnc2O[C@@H]1CN(C)C(=O)c1ccccc1 | -0.2 | 1 | -1 | 13 | 7 | -11 | 6 | -0.3
COc1ccccc1-c1nc2c(c(SCC(=O)N3CCCCC3)n1)Cc1c(CO)cnc(C)c1O2 | · | 3 | -2 | -4 | -16 | -7 | · | 0.1

(more compounds)
SMILES | E-selectin induc | ERAP1 HTS inh | esBAF inh | S100A4 MyoIIA | RAD52 anneal inh | ERp5 inh | RAD54 inh | XiGFP reactiv
CC(C)NC(=O)Nc1ccc2c(c1)CC(=O)N([C@H](C)CO)C[C@H](C)[C@@H](CN(C)C(=O)Nc1cccc3ccccc13)O2 | · | 1 | 1 | 11 | 9 | -4 | 9 | -1.2
C[C@@H]1CN([C@@H](C)CO)C(=O)c2cc(NS(=O)(=O)c3cn(C)cn3)ccc2O[C@H]1CN(C)Cc1ccc(Oc2ccccc2)cc1 | 0.0 | 2 | 7 | 3 | 27 | -2 | 0 | 2.1
O=C(O)c1ccc(Nc2ncnc3c2cnn3Cc2ccccc2)cc1 | · | -2 | 0 | 3 | -9 | -4 | -12 | 0.1
O=C(CSc1nc2ccccc2c(=O)[nH]1)Nc1ccc(N2CCOCC2)cc1 | 0.6 | -1 | 5 | 9 | -5 | 7 | 10 | 0.0
O=C(C[C@H]1CC[C@H](NC(=O)Cc2cccnc2)[C@H](CO)O1)Nc1ccc(-c2ccccc2)cc1 | 0.1 | 0 | 7 | -29 | 5 | -3 | 7 | 0.4
CC(=O)Nc1ccc(/C(C)=N/NC(=O)c2ccc(CN3CCOCC3)cc2)cc1 | 1.4 | -1 | · | -5 | -3 | -4 | · | 0.0
CC(C)OC(=O)CC1C(=O)NCCN1C(=S)NC(=O)CCc1ccccc1 (stereo unspecified) | · | 7 | · | -8 | -4 | 5 | · | 0.0
CCCCCCSc1ccc([C@@H]2[C@@H]3C(=O)N(CC)C(=O)[C@@H]3[C@]3(C(=O)OC)CCCCN23)cc1 | 0.6 | 5 | -1 | -3 | -27 | 8 | -1 | -0.3

5 successive records already listed:
SMILES | E-selectin induc | ERAP1 HTS inh | esBAF inh | S100A4 MyoIIA | RAD52 anneal inh | ERp5 inh | RAD54 inh | XiGFP reactiv
C[C@@H]1CN([C@@H](C)CO)C(=O)c2cc(NS(=O)(=O)c3cn(C)cn3)ccc2O[C@H]1CN(C)Cc1ccc(Oc2ccccc2)cc1 | 0.0 | 2 | 7 | 3 | 27 | -2 | 0 | 2.1
O=C(O)c1ccc(Nc2ncnc3c2cnn3Cc2ccccc2)cc1 | · | -2 | 0 | 3 | -9 | -4 | -12 | 0.1
O=C(CSc1nc2ccccc2c(=O)[nH]1)Nc1ccc(N2CCOCC2)cc1 | 0.6 | -1 | 5 | 9 | -5 | 7 | 10 | 0.0
O=C(C[C@H]1CC[C@H](NC(=O)Cc2cccnc2)[C@H](CO)O1)Nc1ccc(-c2ccccc2)cc1 | 0.1 | 0 | 7 | -29 | 5 | -3 | 7 | 0.4
CC(=O)Nc1ccc(/C(C)=N/NC(=O)c2ccc(CN3CCOCC3)cc2)cc1 | 1.4 | -1 | · | -5 | -3 | -4 | · | 0.0
